Mtb BioA inh: blocks M. tuberculosis BioA enzyme activity; purified M. tuberculosis BioA enzyme, plate reader; inhibition, % at 9.99 µM; hit rate 0.096% among 360,000; AID 602481; in the data active = inhibition above about 40%
Active calls of the source: *; & = joins results of further samples. Not all compounds are listed; count on the stated rates, not on these rows.

SMILES	Mtb BioA inh
Cc1noc(C)c1NC(=O)Nc1ccc2c(c1)C(=O)N([C@@H](C)CO)C[C@@H](C)[C@@H](CN(C)Cc1ccc(C(F)(F)F)cc1)OCCCC[C@@H](C)O2	-1.6
CCN1[C@@H]2c3ccc(-c4ccccc4F)c(=O)n3C[C@@H]2[C@@H](CO)[C@@H]1C(=O)NC1CCC1	-0.3
COC(=O)[C@@H]1[C@@H](CO)[C@@H]2Cn3c(ccc(-c4ccccc4F)c3=O)[C@H]1N2Cc1cccnc1	0.9
CC(=O)N(C[C@H]1N[C@H](CO)[C@H]1c1ccc(-c2cccnc2)cc1)C1CCCC1	2.9&1.8
CO[C@@H]1CN(C)C(=O)c2ccc(NC(=O)c3nc4ccccc4s3)cc2OC[C@H](C)NC[C@H]1C	-0.3
C[C@@H]1CCCCO[C@H](CN(C)C(=O)c2ccccc2)[C@H](C)CN([C@@H](C)CO)C(=O)c2cc(NC(=O)Nc3ccc(F)cc3)ccc2O1	-4.5
CCCC#Cc1ccc2c(c1)O[C@@H](CN(C)Cc1ccncc1)[C@@H](C)CN([C@H](C)CO)S2(=O)=O	1.3
C[C@H]1CN([C@@H](C)CO)C(=O)c2cc(NS(=O)(=O)c3ccc(Cl)cc3)ccc2O[C@@H]1CN(C)S(=O)(=O)c1ccccc1	-1.3
CC=Cc1ccc2n(c1=O)C[C@@H]1N[C@H]2[C@H](C(=O)NCCc2ccccc2)[C@H]1CO (mixture of isomers)	-1.0
CO[C@H]1CN(C)C(=O)c2ccc(NC(=O)C3CCC3)cc2OC[C@@H](C)N(Cc2ccc(F)cc2)C[C@@H]1C	-0.5
COc1ccc(NC(=O)Nc2cccc3c2O[C@H](CN(C)C(=O)Nc2cccc4ccccc24)[C@@H](C)CN([C@@H](C)CO)C3=O)cc1	-1.7
C[C@H](CO)N1C[C@H](C)[C@@H](CN(C)C(=O)Nc2ccc(F)cc2)OCCCC[C@H](C)Oc2ccc(NC(=O)CCCN(C)C)cc2C1=O	2.7

Continuation:
SMILES	Mtb BioA inh
O=C(C[C@H]1CC[C@H](NC(=O)NC2CCCCC2)[C@H](CO)O1)NCc1ccc(F)cc1	0.4
COc1cccc(NC(=O)N[C@H]2CC[C@@H](CC(=O)Nc3ccccc3)O[C@H]2CO)c1	0.0
CCCNC(=O)Nc1ccc2c(c1)OC[C@H](C)N(Cc1ccncc1)C[C@@H](C)[C@@H](OC)CN(C)C2=O	-2.5
COCC#Cc1cnc2c(c1)C(=O)N([C@H](C)CO)C[C@@H](C)[C@H](CN(C)C(=O)c1cccc(F)c1)O2	-0.2
COc1cccc(C(=O)Nc2ccc3c(c2)C(=O)N(C)C[C@@H](OC)[C@@H](C)CN(C(C)=O)[C@H](C)CO3)c1	-3.4
COc1ccc(NC(=O)Nc2ccc3c(c2)CC(=O)N([C@@H](C)CO)C[C@H](C)[C@H](CN(C)CC2CC2)O3)cc1	1.7
CNC[C@@H]1OCCCC[C@H](C)Oc2ccc(NS(=O)(=O)c3ccc(Cl)cc3)cc2C(=O)N([C@@H](C)CO)C[C@@H]1C	-1.7
CNC[C@H]1OCCCC[C@H](C)Oc2ccc(NC(=O)Nc3ccc(F)cc3)cc2C(=O)N([C@H](C)CO)C[C@H]1C	-1.7
O=C(C[C@@H]1CC[C@H]2[C@@H](COC[C@H](O)CN2Cc2ccccc2)O1)N1CCOCC1	2.0
C[C@@H]1CCCCO[C@@H](CN(C)Cc2ccc(C(=O)O)cc2)[C@H](C)CN([C@H](C)CO)C(=O)c2cc(NC(=O)CCCN(C)C)ccc2O1	-4.6
CCNC(=O)C[C@@H]1CC[C@H]2[C@H](COc3ccc(NC(=O)Cc4cccs4)cc3C(=O)N2C)O1	-0.9
CCC(=O)N1[C@@H]2c3ccc(-c4ccccc4)c(=O)n3C[C@H]1[C@H](CO)[C@H]2C(=O)N1CCc2ccccc2C1	0.6

The results go on.
SMILES	Mtb BioA inh
C[C@@H]1CN([C@@H](C)CO)C(=O)Cc2cc(NS(=O)(=O)c3cn(C)cn3)ccc2O[C@@H]1CN(C)CC1CC1	-2.3
COc1ccc(CN(C)C[C@H]2Oc3c(NC(=O)Nc4ccc(F)cc4)cccc3C(=O)N([C@@H](C)CO)C[C@@H]2C)cc1	-0.5
C[C@@H]1CCCCO[C@H](CN(C)S(=O)(=O)c2cccs2)[C@@H](C)CN([C@@H](C)CO)C(=O)c2cc(NS(=O)(=O)c3ccc(Cl)cc3)ccc2O1	0.5
CC=Cc1ccc2n(c1=O)C[C@@H]1[C@@H](CO)[C@H](C(=O)N3CCc4ccccc4C3)[C@H]2N1CCC (mixture of isomers)	0.7
Cc1noc(C)c1S(=O)(=O)Nc1ccc2c(c1)C(=O)N([C@@H](C)CO)C[C@@H](C)[C@@H](CN(C)S(=O)(=O)c1ccccc1)O2	0.6
CNC[C@@H]1Oc2ccc(NC(=O)c3ccncc3)cc2CC(=O)N([C@@H](C)CO)C[C@H]1C	-0.7
C[C@@H]1CN([C@@H](C)CO)S(=O)(=O)c2ccc(C#Cc3ccccn3)cc2O[C@@H]1CN(C)C	-0.2
CN(C)C(=O)C[C@H]1C[C@H]2c3cc(NC(=O)Nc4ccc(F)cc4)ccc3O[C@H]2[C@H](CO)O1	0.4
Cc1ccc(S(=O)(=O)Nc2ccc3c(c2)C(=O)N([C@H](C)CO)C[C@@H](C)[C@@H](CN(C)S(=O)(=O)c2c(C)noc2C)O3)cc1	3.6
Cn1cnc(S(=O)(=O)N[C@H]2CC[C@H](CC(=O)NCC3CCCCC3)O[C@@H]2CO)c1	-1.1
CCCNC(=O)[C@@H]1[C@@H](CO)[C@@H]2Cn3c(ccc(-c4ccccc4OC)c3=O)[C@@H]2N1C(=O)CC	-0.5
C[C@@H]1CCCCO[C@@H](CN(C)S(=O)(=O)c2cn(C)cn2)[C@@H](C)CN([C@@H](C)CO)C(=O)c2cc(NS(=O)(=O)c3cn(C)cn3)ccc2O1	-1.0

Entries above that have two or more sulfur atoms:
SMILES	Mtb BioA inh
C[C@H]1CN([C@@H](C)CO)C(=O)c2cc(NS(=O)(=O)c3ccc(Cl)cc3)ccc2O[C@@H]1CN(C)S(=O)(=O)c1ccccc1	-1.3
C[C@@H]1CCCCO[C@H](CN(C)S(=O)(=O)c2cccs2)[C@@H](C)CN([C@@H](C)CO)C(=O)c2cc(NS(=O)(=O)c3ccc(Cl)cc3)ccc2O1	0.5
Cc1noc(C)c1S(=O)(=O)Nc1ccc2c(c1)C(=O)N([C@@H](C)CO)C[C@@H](C)[C@@H](CN(C)S(=O)(=O)c1ccccc1)O2	0.6
Cc1ccc(S(=O)(=O)Nc2ccc3c(c2)C(=O)N([C@H](C)CO)C[C@@H](C)[C@@H](CN(C)S(=O)(=O)c2c(C)noc2C)O3)cc1	3.6
C[C@@H]1CCCCO[C@@H](CN(C)S(=O)(=O)c2cn(C)cn2)[C@@H](C)CN([C@@H](C)CO)C(=O)c2cc(NS(=O)(=O)c3cn(C)cn3)ccc2O1	-1.0

Gathered by group, the entries above containing a thiophene ring, fused or not (2)
SMILES	Mtb BioA inh
CCNC(=O)C[C@@H]1CC[C@H]2[C@H](COc3ccc(NC(=O)Cc4cccs4)cc3C(=O)N2C)O1	-0.9
C[C@@H]1CCCCO[C@H](CN(C)S(=O)(=O)c2cccs2)[C@@H](C)CN([C@@H](C)CO)C(=O)c2cc(NS(=O)(=O)c3ccc(Cl)cc3)ccc2O1	0.5

The results go on.
SMILES	Mtb BioA inh
COCC(=O)N1C[C@@H](C)[C@@H](OC)CN(C)C(=O)c2cc(NC(=O)c3ccccc3)ccc2OC[C@@H]1C	-5.0
O=C(C[C@@H]1C[C@H]2c3cc(NC(=O)Nc4ccc(C(F)(F)F)cc4)ccc3O[C@H]2[C@H](CO)O1)NCc1ccc(Cl)cc1	-5.4
COc1ccc([Si](C)(C)[C@@H]2[C@@H](CCO)O[C@]3(C(=O)N(Cc4ccc(N5CCCCC5=O)cc4)c4ccccc43)[C@H]2C)cc1	0.7
O=C(NCC1CC1)[C@@H]1[C@@H](CO)[C@@H]2Cn3c(cccc3=O)[C@H]1N2C(=O)c1ccccc1	-1.2
O=S(=O)(c1ccc(F)cc1)N1CCCCN2[C@@H](CO)[C@@H](c3ccc(-c4ccccc4F)cc3)[C@@H]2C1	0.0
CCCN1C[C@@H](C)[C@H](OC)CN(C)C(=O)c2cc(NC(=O)c3cccc(F)c3)ccc2OC[C@@H]1C	3.9
CC(C)NC(=O)Nc1ccc2c(c1)CC(=O)N([C@@H](C)CO)C[C@@H](C)[C@@H](CN(C)C(=O)Nc1ccc3c(c1)OCO3)O2	1.4
CNC[C@@H]1Oc2c(NC(=O)c3ccncc3)cccc2C(=O)N([C@@H](C)CO)C[C@H]1C	-1.9
O=C(C[C@@H]1C=C[C@@H](NC(=O)Nc2cccc(F)c2)[C@@H](CO)O1)NCC1CC1	-3.0
C[C@H](CO)N1C[C@H](C)[C@@H](CN(C)S(=O)(=O)c2ccc(F)cc2)OCCCC[C@H](C)Oc2ccc(NC(=O)Nc3ccc(C(F)(F)F)cc3)cc2C1=O	-1.9
O=C(C[C@H]1C=C[C@H](NS(=O)(=O)c2ccc(F)cc2)[C@@H](CO)O1)NC1CCCCC1	-1.5
CNC(=O)C[C@H]1CC[C@@H]2[C@H](COc3ccc(NC(=O)Nc4ccc(Cl)cc4)cc3C(=O)N2C)O1	5.0

Continued.
SMILES	Mtb BioA inh
CCC(=O)N1CC[C@@H]2[C@H]1c1cc(-c3ccccc3)ccc1N[C@@H]2CO	12.6
CCNC(=O)[C@@H]1[C@@H](CO)[C@@H]2Cn3c(ccc(-c4ccccc4)c3=O)[C@@H]2N1C(=O)C1CCC1	-1.9
CC(C)C#Cc1ccc2c(c1)O[C@H](CN(C)C(=O)C1CCCCC1)[C@@H](C)CN([C@@H](C)CO)S2(=O)=O	1.4
C[C@H](CO)N1C[C@H](C)[C@H](CN(C)Cc2ccc(C(=O)O)cc2)OCCCC[C@H](C)Oc2ccc(NS(=O)(=O)c3ccc(F)cc3)cc2C1=O	0.8
CO[C@H]1CN(C)C(=O)c2cc(NC(=O)C3CCCC3)ccc2OC[C@H](C)N(C)C[C@@H]1C	2.7
O=C(C[C@H]1CC[C@H]2[C@@H](COC[C@H](O)CN2C(=O)C2CCOCC2)O1)NCc1ccncc1	-0.2
C[C@@H]1CN([C@@H](C)CO)C(=O)c2cc(NS(C)(=O)=O)ccc2O[C@@H](C)CCCCO[C@@H]1CN(C)S(=O)(=O)c1ccccc1	0.8
CN1C(=O)c2cc(NC(=O)C3CCCC3)ccc2OC[C@H]2O[C@@H](CC(=O)Nc3ccccc3)CC[C@H]21	8.9
C[C@H](CO)N1C[C@H](C)[C@@H](CN(C)Cc2ccc(Cl)c(Cl)c2)Oc2ccc(NC(=O)Nc3ccc4c(c3)OCO4)cc2C1=O	-2.0
COc1cccc(C(=O)Nc2ccc3c(c2)OC[C@H](C)NC[C@@H](C)[C@@H](OC)CN(C)C3=O)c1	1.7
CCC(=O)N(C)C[C@@H]1Oc2cc(-c3cccc(C#N)c3)ccc2S(=O)(=O)N([C@H](C)CO)C[C@H]1C	3.8
C[C@H]1CN([C@@H](C)CO)C(=O)Cc2cc(NS(C)(=O)=O)ccc2O[C@H]1CN(C)Cc1ccccc1	-0.7

Later entries
SMILES	Mtb BioA inh
CCCNC(=O)Nc1ccc2c(c1)OC[C@@H](C)N(CCC)C[C@@H](C)[C@@H](OC)CN(C)C2=O	-1.9
Cc1ccc(S(=O)(=O)N[C@H]2C=C[C@H](CC(=O)N3CCC(Cc4ccccc4)CC3)O[C@H]2CO)cc1	-1.2
Cc1ccc(S(=O)(=O)Nc2ccc3c(c2)CC(=O)N([C@H](C)CO)C[C@@H](C)[C@@H](CN(C)Cc2ccc(Cl)c(Cl)c2)O3)cc1	-1.8
N#C[C@H]1N[C@@H](CO)[C@@H]1c1ccc(-c2ccccc2F)cc1	-4.6
CCCNC(=O)N(C)C[C@H]1Oc2cc(C#C[C@H](C)O)ccc2S(=O)(=O)N([C@@H](C)CO)C[C@@H]1C	-0.3
Cc1cc(C(=O)Nc2ccc3c(c2)C(=O)N(C)[C@H]2CC[C@@H](CC(=O)O)O[C@@H]2CO3)no1	-2.5
C[C@@H]1CCCCO[C@H](CN(C)C(=O)CCCN(C)C)[C@H](C)CN([C@@H](C)CO)C(=O)c2cc(NC(=O)Cc3ccccc3)ccc2O1	3.7
C[C@@H]1CN([C@@H](C)CO)S(=O)(=O)c2ccc(C#CC3CC3)cc2O[C@@H]1CN(C)Cc1ccccc1	-1.1
C[C@@H]1CCCCO[C@@H](CN(C)C(=O)c2ccncc2)[C@H](C)CN([C@@H](C)CO)C(=O)c2cc(NC(=O)c3ccncc3)ccc2O1	1.6
CN1C(=O)c2cc(NC(=O)C3CCCCC3)ccc2OC[C@H]2O[C@H](CC(=O)NCc3ccccc3F)CC[C@@H]21	-0.2
C[C@H](CO)N1C[C@H](C)[C@H](CN(C)C(=O)c2ccncc2)OCCCC[C@H](C)Oc2ccc(NC(=O)c3ccncc3)cc2C1=O	-1.6
Cn1cnc(S(=O)(=O)N2CC[C@@H]3[C@H]2c2cc(C#Cc4ccc(F)cc4)ccc2N[C@@H]3CO)c1	-1.0

Further records follow:
SMILES	Mtb BioA inh
O=C(C[C@H]1C=C[C@@H](NC(=O)CN2CCOCC2)[C@@H](CO)O1)NC1CCCCC1	-0.9
CCCC#Cc1cnc2c(c1)C(=O)N([C@H](C)CO)C[C@H](C)[C@H](CN(C)Cc1ccc(F)cc1)O2	1.0
O=C(c1ccncc1)N1C[C@@H]2[C@H](c3ccccc31)[C@H](CO)N2Cc1ccccc1F	2.6
C[C@H]1CN([C@@H](C)CO)C(=O)c2cc(NS(=O)(=O)c3ccc(F)cc3)ccc2O[C@@H]1CN(C)C(=O)Nc1ccccc1	2.3
C[C@H](CO)N1C[C@H](C)[C@H](CN(C)Cc2ccncc2)Oc2cc(-c3cccnc3)ccc2S1(=O)=O	2.2
OC[C@H]1[C@H](c2ccc(C#CC3(O)CCCC3)cc2)[C@H]2CN(Cc3cccnc3)CCCCN21	-0.3
O=C(C[C@@H]1C=C[C@@H](NS(=O)(=O)c2ccccc2)[C@@H](CO)O1)NCCN1CCCCC1	-4.0
COc1ccc(S(=O)(=O)Nc2ccc3c(c2)CC(=O)N([C@H](C)CO)C[C@@H](C)[C@H](CN(C)C)O3)cc1	-3.7
C[C@@H]1CN([C@H](C)CO)C(=O)c2cc(C#CC3CC3)cnc2O[C@@H]1CN(C)C(=O)c1ccc(F)cc1	-1.8

High-throughput results: PubChem BioAssay, Broad Institute
